# From PubChem
# p53 reactivator – re-activators of mutant p53; H1299 p53-A138V BP100-luciferase reporter, luminescence, 24 h; Potency, µM (top dose mostly 92.2 µM), for inactives: at the highest dose activity change, positive = activation, actives largely listed as activators; 320,000 compounds, 0.063% hits; note: % of control where 0% means no effect; nearly all actives have a fitted effect of over 45% in size
#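 H1299 (p53-null), stable ts p53-A138V + BP100-Luc; 1000 cells/well, Opti-MEM/10% FBS; cpd 4 pt, 1:5; 24 h, 37 deg C, 5% CO2; detection reagent 10 min RT; luminescence.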
# MBNL1 CUG block – blocks human MBNL1 binding to CUG repeat RNA. Q9NR56. Potency, µM (highest dose often 57.5 µM), for inactives: top-dose activity change, negative = inhibition, most hits filed as inhibitors. TR-FRET MBNL1-His/biotin-(CUG)12 binding, 665/545 ratio. 280,000 compounds, 0.036% hits; active = well fitted inhibition curve with a large enough effect in the signal ratio, with a control signal flat, not every such curve was filed as active; inconclusive = small, poorly fitted or top-dose-only effect, or effect the other way, or a change in a side signal; inactive = no such curve, though single readings can be large or run the other way; the % refers to the signal ratio; note: % is set by controls: 0 for no effect and ±100 for the full control effect
# Target sequence (Q9NR56 whole entry, looked up): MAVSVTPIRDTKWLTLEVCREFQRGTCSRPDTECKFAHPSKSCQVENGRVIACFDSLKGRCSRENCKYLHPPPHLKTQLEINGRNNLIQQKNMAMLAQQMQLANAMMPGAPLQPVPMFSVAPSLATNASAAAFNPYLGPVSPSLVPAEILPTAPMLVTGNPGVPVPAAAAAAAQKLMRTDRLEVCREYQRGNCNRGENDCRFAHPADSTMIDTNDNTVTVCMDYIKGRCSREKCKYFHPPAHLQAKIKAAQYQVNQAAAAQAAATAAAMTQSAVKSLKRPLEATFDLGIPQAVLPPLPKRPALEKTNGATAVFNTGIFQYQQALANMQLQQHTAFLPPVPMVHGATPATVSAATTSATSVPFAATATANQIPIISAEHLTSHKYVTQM
#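 Compound titration spanned 92 nM–58 uM against the MBNL1-His/biotin-(CUG)12 complex. After 60 min at room temperature with 5 nM streptavidin-XL665 and 0.055 ng/ul terbium anti-His, ratiometric 665/545 nm emission (Ex 340 nm) normalized to controls.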
# BRCA1 expr up – activators of BRCA1 expression; MCF7-BRCA1-FFLuc reporter, luminescence, 48 h; response scale: scaled: vehicle 0%, 10 µM genistein 100%; Potency, µM (top dose mostly 46.1 µM), without a hit: at the highest dose activation, usual class: activators; 380,000 compounds, 1.1% hits; note: nearly all actives have a fitted effect of over 80% in size; some results filed as inactive show a strong effect at the top dose
#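 Compounds are tested at multiple concentrations on MCF7 BRCA1-luciferase reporter cells seeded at 2000 per well; after 48 h, a single luminescence end-point is taken and curves fitted to the normalized data.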
# VP16 counter – counter-screen for ROR gamma inhibitors: Gal4-VP16 reporter; Drosophila S2 Gal4-VP16 UAS-luciferase, luminescence, 20 h; Potency, µM (series often up to 53.6 µM), without a hit: at the top dose activity, negative = inhibition, actives largely listed as inhibitors; AID 2546; 310,000 compounds, 3.5% hits;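 note: Gal4-VP16 expression switched on by copper sulfate through the metallothionein promoter; % is set by controls: 0 for no effect and ±100 for the full control effect; nearly all actives have a fitted effect of over 50% in size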
# uPA surface inh – inhibitors of cell surface uPA generation. cell surface uPA generation assay, qHTS. 330,000 compounds, 0.31% hits. Potency, µM (top dose mostly 38.3 µM), for the others: at the top dose activity change, negative = inhibition, most hits filed as inhibitors; active = well fitted inhibition curve with a large enough effect; inconclusive = small, poorly fitted or top-dose-only effect; inactive = no such curve, though single readings can be large or run the other way; tested in mouse RAW 264.7 cells; note: % is set by controls: 0 for no effect and ±100 for the full control effect; nearly all actives have a fitted effect of over 55% in size
# NPC1 promoter act – activators of NPC1 promoter; Huh7 NPC1 promoter luciferase reporter, 24 h; AID 485313; Potency, µM (doses to about 9.22 µM), for inactives: at the top dose activation, most hits filed as activators; 320,000 compounds, 2.4% hits;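 note: % of control where 0% means no effect; nearly all actives have a fitted effect of over 60% in size; reporter is driven by a mutant NPC1 promoter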
#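 NPC1 promoter–luciferase Huh7 cells; 24 h compound; luminescence.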
# Rab9 prom act – activators of Rab9 promoter. 320,000 compounds, 2.8% hits. Potency, µM (doses to about 9.22 µM), inactives show at the top dose activation, negative = inhibition, usual class: activators. Huh7 Rab9 promoter-luciferase reporter, luminescence, 24 h; note: % of control where 0% means no effect; nearly all actives have a fitted effect of over 60% in size
#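 Measured in stably transfected Huh7 cells bearing a Rab9 promoter–luciferase construct: 24 h compound treatment at 37 °C, followed by luminescence detection.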
# ELG1 genotox – inducers of genotoxicity in HEK293T ELG1-luciferase cells | HEK293T ELG1-luciferase reporter, luminescence, 16 h | Potency, µM (top dose mostly 46 µM), without a hit: at the top dose activity change, positive = activation, usual class: activators | 330,000 compounds, 1.3% hits | AID 504466; note: % of control where 0% means no effect; nearly all actives have a fitted effect of over 60% in size
#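 16 hr compound incubation (37 °C, 5% CO2) of HEK293T cells carrying luciferase-tagged ELG1; luciferase then measured by ONE-Glo luminescence after 30 min at RT.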
# RORgamma inh – ROR gamma (mouse) transcription inhibition. P51450. Drosophila S2 Gal4-RORgamma UAS-luciferase reporter, 20 h. Potency, µM (series often up to 53.6 µM), inactives show top-dose activity change, negative = inhibition, actives largely listed as inhibitors. 310,000 compounds, 5.4% hits. AID 2551; note: % is set by controls: 0 for no effect and ±100 for the full control effect; nearly all actives have a fitted effect of over 60% in size
# Target sequence (P51450 whole entry, looked up, the tested form may be a part): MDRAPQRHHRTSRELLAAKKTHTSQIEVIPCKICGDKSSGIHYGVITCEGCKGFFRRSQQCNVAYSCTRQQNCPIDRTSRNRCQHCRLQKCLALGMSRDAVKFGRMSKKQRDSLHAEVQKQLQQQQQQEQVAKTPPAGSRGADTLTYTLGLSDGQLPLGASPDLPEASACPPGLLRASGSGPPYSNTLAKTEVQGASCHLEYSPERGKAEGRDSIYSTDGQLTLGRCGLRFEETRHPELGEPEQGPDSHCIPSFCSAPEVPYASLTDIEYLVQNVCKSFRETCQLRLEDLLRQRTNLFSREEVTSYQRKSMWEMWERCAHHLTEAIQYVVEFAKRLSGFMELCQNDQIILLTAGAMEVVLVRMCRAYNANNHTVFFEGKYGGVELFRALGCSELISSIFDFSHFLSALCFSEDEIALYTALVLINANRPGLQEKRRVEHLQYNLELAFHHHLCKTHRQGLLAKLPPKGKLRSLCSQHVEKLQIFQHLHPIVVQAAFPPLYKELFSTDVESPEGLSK
#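 Using a luciferase readout, inhibitors were identified by reduced reporter activity in Drosophila cells coexpressing a copper-inducible Gal4–ROR gamma fusion and UAS-driven Photinus luciferase, incubated 20 hr after 700 uM copper sulfate.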
# FLuc counter – counter-screen for miR-21 project: firefly luciferase inhibitors or activators. Potency, µM (doses to about 57.5 µM), for inactives: top-dose activity change, negative = inhibition, usual class: inhibitors. 360,000 compounds, 6.9% hits. P08659. AID 588342. purified FLuc, Km substrates, luminescence inhibition;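 note: plate controls were vehicle for no effect and reference inhibitor for full effect; nearly all actives have a fitted effect of over 55% in size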
#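 Purified P. pyralis luciferase, 10 nM final, with Km-level 10 uM D-luciferin and 10 uM ATP in 50 mM Tris acetate pH 7.5, 10 mM Mg acetate, 0.01% Tween-20, 0.05% BSA; 6-point qHTS titration about 60 µM downward; luminescence read.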
# Starred values were filed as active, the others as inactive; u = inconclusive; x = no result given; & = joins results of further samples; [ ] = remark or other dose. Unless noted, calls come from the whole dose curve; as a rule, active = well fitted curve in the direction sought with a large enough effect; inconclusive = small, poorly fitted or top-dose-only effect, or another doubt; inactive = no such curve, though single readings can be large; an effect the other way counts as inactive or inconclusive. Potency is the fitted concentration of half-maximal effect. This is a random part of the collection, and some 13% of all compounds hit somewhere here.
SMILES,p53 reactivator,MBNL1 CUG block,BRCA1 expr up,VP16 counter,uPA surface inh,NPC1 promoter act,Rab9 prom act,ELG1 genotox,RORgamma inh,FLuc counter
CC(=O)c1c(C)[nH]c(C(=O)Nc2nc(C)cs2)c1C,-11%,-8%,-54%,10µM*,-16%,1µM*,0.11µM*,0.52µM*,4.5µM*,0.6µM*
Cc1cc2nc(-c3ccc(SCC(=O)N4CCc5ccccc54)nc3)[nH]c2cc1C,13%,-9%,-43%,u,-21%,1.1µM*,0.5µM*,u,-35%,0.13µM*
COc1ccc(-c2cccc(C(=O)Nc3cccc(C(=O)O)c3)c2)cc1,u,-8%,89%,-3%,2%,3.2µM*,3.2µM*,u,3%,12µM*
CCOc1ccc2oc(C(=O)OC(C(=O)NC(N)=O)C(C)C)c(C)c2c1 (stereo not given),-5%,6%,13%,-18%,0%,-7%,-2%,8%,14%,u
Cc1[nH]c2ccc(C(=O)N3CCN(c4ccc(F)cc4)CC3)cc2c1C,6%,-4%,-3%,6%,6%,1%,7%,-1%,0%,-1%
O=C(CN1C(=O)/C(=C\c2ccccc2Br)Oc2ccccc21)NCCCN1CCOCC1,-4%,23%,0%,-6%,3%,2%,3%,0%,-26%,u
CCN1CCN(C(c2cccs2)C(C)NS(=O)(=O)c2ccccc2)CC1 (stereo not given),-3%,-1%,-21%,12%,4%,1%,-7%,0%,-6%,-1%
COc1ccc(-c2cc(C(F)(F)F)n3nc(C(=O)Nc4c(C)n(C)n(-c5ccccc5)c4=O)c(Cl)c3n2)cc1,1%,13%,3%,-1%,7%,-3%,-5%,4%,8%,1%
O=C(CSc1nc2ccccc2[nH]1)c1ccco1,u,0%,u,10%,-3%,u,4µM*,u,23%,17µM*
O=C(O)c1ccc(NC(=O)c2ccc3c(c2)C(=O)N(c2ccccc2)C3=O)cc1,1%,u,7%,2%,2%,-2%,0%,3%,-10%,15µM*
CC[C@]12c3[nH]c4ccc(OC)cc4c3CCN1C(=O)C(CC(=O)NCCC1=CCCCC1)C[C@@H]2C(=O)N1CCN(C(=O)C2CC2)CC1 (stereo not given in full),-2%,x,-10%,x,3%,x,x,2%,x,x
Cc1ccc(SCCC(=O)Nc2ccccc2C(=O)NC2CCCCC2)cc1,-1%,-4%,-19%,-24%,3%,-4%,-8%,2%,-27%,7%
CC(Oc1ccc(F)cc1F)C(=O)NNC(=S)NCC1CCCO1 (stereo not given),-8%,2%,0%,u,4%,0%,0%,2%,11µM*,-1%
Cc1ccc(-c2c[n+](CC(=O)Nc3nc(-c4ccccc4)cs3)c3n2CCC3)cc1,-1%,-10%,0%,8%,1%,1%,10%,-5%,-5%,-2%
O=C(NCC1CCCCC1)c1cc(S(=O)(=O)N2CCCCC2)ccc1N1CCOCC1,1%,-4%,0%,-22%,-10%,-1%,3%,-3%,18%,-1%
CCN(C[C@H]1N[C@@](Cc2ccccc2)(C(=O)OC)[C@H]2C(=O)N(C)C(=O)[C@@H]12)S(=O)(=O)c1ccc(-c2ccccc2)cc1,-3%,x,-14%,x,10%,x,x,-9%,x,x
Cc1cccc(Sc2ccc([N+](=O)[O-])cn2)c1,16%,u,-2%,-2%,-1%,-2%,-4%,1%,17%,2%
COc1ccc(CN2CCNC(=O)C2CC(=O)NCC(C)(C)N2CCOCC2)cc1C (stereo not given),9%,-1%,4%,2%,-1%,1%,5%,4%,-21%,-2%
C/C=C/c1ccc(OCC(=O)NNC(=O)CN(C)S(=O)(=O)c2ccc(C)cc2)c(OC)c1,-8%,x,3%,x,7%,x,x,0%,x,x
CC(C)(C)c1ccc(-n2ncc3c2CCCC3NC(=O)C2(C(N)=O)CC2)cc1 (stereo not given),0%,-2%,2%,2.5µM*,u,-34%[inhibitor],-29%,6%,u,-15%
O=C(Nc1ccccc1N1CCOCC1)c1cccc(Oc2ccccc2)c1,12%,-1%,-7%,-1%,x,-35%[inhibitor],6%,-11%,16%,21µM*
COCCSc1ccccc1C(=O)N1CCOCC1,1%,-7%,1%,-14%,x,1%,-2%,-6%,32%,-2%
CCC(=O)Oc1cccc(C(=O)Nc2cccc(NC(=O)c3ccco3)c2)c1,-3%,-1%,-16%,-8%,5%,3%,-3%,-9%,44%,u
Cc1nc2ccccc2c(=O)n1NC(=O)c1cncc(Br)c1,-1%,-3%,-26%,1%,0%,1%,0%,5%,12%,-7%

# Nothing new here: an excerpt of the list.
SMILES,p53 reactivator,MBNL1 CUG block,BRCA1 expr up,VP16 counter,uPA surface inh,NPC1 promoter act,Rab9 prom act,ELG1 genotox,RORgamma inh,FLuc counter
O=C(Nc1ccccc1N1CCOCC1)c1cccc(Oc2ccccc2)c1,12%,-1%,-7%,-1%,x,-35%[inhibitor],6%,-11%,16%,21µM*
COCCSc1ccccc1C(=O)N1CCOCC1,1%,-7%,1%,-14%,x,1%,-2%,-6%,32%,-2%

# Copied from the list:
# Reading of `CCC(=O)Oc1cccc(C(=O)Nc2cccc(NC(=O)c3ccco3)c2)c1` under NPC1 promoter act: 3%
# Reading of `Cc1cccc(Sc2ccc([N+](=O)[O-])cn2)c1` under ELG1 genotox: 1%

# Following part
SMILES,p53 reactivator,MBNL1 CUG block,BRCA1 expr up,VP16 counter,uPA surface inh,NPC1 promoter act,Rab9 prom act,ELG1 genotox,RORgamma inh,FLuc counter
CC(NC(=O)c1ccccc1NS(=O)(=O)c1ccc(CCC(=O)O)cc1)c1ccccc1 (stereo not given),15%,-1%,-17%,3%,24%,-1%,4%,3%,2%,-1%
COc1ccccc1-c1cn[nH]c1-c1ccc(OCC(=O)NN)cc1O,-3%,1%,-12%,-4%,5%,-2%,-4%,6%,40%,-2%
COc1ccc(NC(=O)CC2COc3ccccc3O2)c(OC)c1 (stereo not given),1%,-5%,15%,14%,10%,-3%,6%,1%,u,-2%
CS(=O)(=O)N1N=C(c2ccco2)CC1c1ccc(Cl)cc1Cl (stereo not given),-4%,17%,0%,-6%,-4%,-3%,-4%,1%,-13%,0%
CC(=O)c1ccc(NC(=O)C2CCCN(S(=O)(=O)c3ccc(-n4cnnn4)cc3)C2)cc1 (stereo not given),0%,-5%,-24%,-7%,0%,0%,-3%,4%,19%,3%
C=CCc1cc(Cl)ccc1OC(=O)Nc1cccc(Cl)c1,3%,-3%,40%,6%,4%,1%,-4%,0%,7%,u
Cc1ccccc1NC(=S)N=Nc1c(O)n(C)c2ccc(S(=O)(=O)N3CCOCC3)cc12,0%,u,-35%,0.79µM*,-21%,-1%,-9%,2%,0.32µM*,1%
CCCCC(=O)Nc1ccc(NC(=S)NC(=O)c2ccco2)cc1OC,-1%,-5%,80%,0%,-3%,28%,14%,2%,10%,-12%
COc1ccccc1Nc1cc(C(=O)NC2CCCC2)c2ccccc2n1,5%,-4%,0%&-12%,2%,-2%,1%,0%,1%,14%,12µM*
O=C(CN1CCOCC1)NCCc1ccccc1,x,1%,-4%,x,2%,3%,4%,3%,x,6%
Cc1ccc(S(=O)(=O)Nc2ccc3c(c2)C(=O)N([C@H](C)CO)C[C@H](C)[C@@H](CN(C)C(=O)Nc2ccc(C(F)(F)F)cc2)O3)cc1,12%,x,-66%,x,5%,x,x,-9%,x,x
CCCCCC(=O)N1CC2(CC)CN(C(=O)CCCCC)CC(CC)(C1)C2=O,6%,10%,-22%,3%,1%,-2%,2%,0%,3%,0%
O=C(CN1C(=O)/C(=C/c2ccccc2Cl)SC1=S)NC1CCS(=O)(=O)C1 (stereo not given),2%,u,-9%,9%,-6%,-1%,3%,0%,-29%,u
Cc1oc2c(c1C(=O)c1ccccc1)C(=O)C(=O)c1ccccc1-2,-13%,11%,-92%,3.2µM*,-11%,-46%[inhibitor],8%,-19%,2.8µM*,-5%
CCn1nnnc1-c1ccc(OC)c(S(=O)(=O)Nc2ccc(C)c(C)c2)c1,-11%,-7%,0%,u,2%,6%,13%,2%,0%,0%
O=C(NCC1CCCO1)c1c(O)c2cccc3c2n(c1=O)CC3 (stereo not given),1%,11%,-40%,15%,0%,3%,1%,u,9%,0%
CCN1CCCC1CNS(=O)(=O)c1cccc(C(F)(F)F)c1 (stereo not given),1%,-1%,-4%,1%,1%,-6%,10%,0%,1%,-3%
CC12CN3CC(C)(CN(C1)C3c1ccccc1F)C2 (stereo not given),-2%,-9%,31%,-2%,-5%,-2%,-1%,0%,4%,1%
Cc1ccc(S(=O)(=O)N2CCc3ccccc3C2CC(=O)O)cc1 (stereo not given),0%,5%,4%,-1%,-3%,1%,-2%,5%,17%,-2%
CCSc1ccccc1C(=O)Nc1cccnc1,5%,12%,-1%,-3%,2%,-3%,-1%,1%,-19%,1%
CCOc1ncccc1C(=O)OCC(=O)c1cc(OC)c(OC)c(OC)c1,-2%,-2%,-11%,-5%,-1%,-4%,-1%,2%,-23%,-1%
O=C(O)/C=C\C(=O)NNC(=O)c1cc(-c2ccccc2)n[nH]1,0%,x,-1%,-4%,0%,-1%,3%,-1%,31%,11µM*
CCOc1ccc(Cl)cc1S(=O)(=O)N1CCC(C(=O)NCc2ccccn2)CC1,-8%,-1%,-25%,-14%,-3%,-3%,-1%,0%,-3%,4%
COc1ccccc1C1CN(c2ccc(F)cc2F)N=C1c1cccs1 (stereo not given),-1%,29%,-24%,5%,1%,1%,16%,-1%,-10%,-1%
